Screening results as filed in PubChem.
IL-2 act: activates IL-2 in a cell-based reporter assay; IL-2 activation reporter assay, cell-based qHTS; stimulated with anti-CD3/CD4/CD28 beads; in transgenic mouse T cells; activation, % (series mostly up to about 46 µM); 360,000 compounds, 0.065% hits; in the data active = activation above about 50%; inconclusive = mostly about 30% to 49%; also: 0% is about no effect
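First, unstimulated transgenic mouse T cells were exposed to compound for 60 min. Next, anti-CD3/anti-CD4-coated beads with anti-CD28 were added. Finally, after 18 h at 37 degrees C, EGFP and DsRed were imaged.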
aSyn rescue: rescues yeast growth from alpha-synuclein toxicity. Yeast expressing alpha-synuclein, growth rescue, BacTiter-Glo, 24 h. Potency, µM (doses to about 46.1 µM), for the others: at the highest dose growth rescue (activation), usual class: activators. 370,000 compounds, 0.14% hits. AID 652106; also: potency is read from the fitted curve at half-maximal effect; % of control where 0% means no effect; nearly all actives have a fitted effect of over 65% in size
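Rescue of yeast growth: cells expressing toxic alpha-synuclein, induced in galactose at OD600 0.02, incubated with compound 24 h at 30 C. ATP luminescence quantified growth; inhibitors of toxicity appear as activators.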
PI5P4K alpha inh: blocks human PI5P4K alpha kinase activity. AID 652105. 330,000 compounds, 1.2% hits. P48426. PI5P4Kalpha enzyme, ADP-Glo luminescence, 60 min; active compounds read low. max response, %; active = max response of -50% or lower; inconclusive = between -30% and -50%; inactive = -30% or higher; also: value at the top dose of about 77 µM; % is scaled to controls: 0 for no effect and ±100 for the full control effect
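ADP-Glo luminescence end-point after a 60 min room-temperature kinase reaction. PI5P4Kalpha and substrate in HEPES pH 7.4 buffer with EGTA, 0.1% CHAPS and 5% DMSO; ATP at 5 microM final.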
Abeta rescue: compounds reversing amyloid beta toxicity in yeast; yeast expressing A-beta42, growth rescue, OD600, 48 h; response scale: 0% DMSO, 100% iron-clioquinol control; Potency, µM (highest dose often 46.1 µM), without a hit: at the top dose growth rescue, usual class: activators; 410,000 compounds, 0.063% hits; also: potency is read from the fitted curve at half-maximal effect; nearly all actives have a fitted effect of over 55% in size
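Growth rescue measured by 600 nm absorbance after 48 h yeast culture at 30 C with compound. Values normalized between DMSO and an equimolar ferric chloride plus clioquinol control.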
WRN helicase inh: inhibitors of human WRN helicase; Q14191; WRN helicase unwinding, fluorescent forked duplex, kinetic; Potency, µM (top dose mostly 114 µM), without a hit: at the top dose activity change, negative = inhibition, most hits filed as inhibitors; 360,000 compounds, 0.46% hits; also: potency is read from the fitted curve at half-maximal effect; % is scaled to controls: 0 for no effect and ±100 for the full control effect; nearly all actives have a fitted effect of over 55% in size
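Primary qHTS, 1536-well format. 20 nM WRN + compound, 15 min RT; start with 100 nM forked fluorophore/quencher duplex, 2 mM ATP (final); kinetic read ex 525/em 598 nm.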
PLK1 PBD block: blocks phosphopeptide binding to human PLK1 polo-box domain; Potency, µM, inactives show max response, negative = inhibition, most hits filed as inhibitors; P53350; 360,000 compounds, 2.8% hits; Plk1 PBD binding of FITC phosphopeptide, fluorescence polarization; also: potency is read from the fitted curve at half-maximal effect; series mostly up to about 57 µM; % is scaled to controls: 0 for no effect and ±100 for the full control effect; nearly all actives have a fitted effect of over 65% in size
FUS yeast rescue: rescues growth of FUS-expressing yeast | S. cerevisiae FUS-expressing, growth rescue, OD600, 24 h | Potency, µM (highest dose often 76.6 µM), for the others: at the highest dose growth rescue (activation), hits mostly activators | 390,000 compounds, 0.24% hits | AID 1347120;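 also: potency is read from the fitted curve at half-maximal effect; plate controls were DMSO vehicle for no effect and reference control for full effect; nearly all actives have a fitted effect of over 55% in size; some results filed as inactive show a strong effect at the top dose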
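Quantitative HTS measuring growth restoration of FUS-toxic yeast. Galactose-induced cells (OD 0.005) were exposed 24hr at 30C to compounds at several concentrations, then absorbance at 600 nm was recorded.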
EPAC1 agonist: agonists of human EPAC1 | O95398 | EPAC1 agonist qHTS, biochemical assay; response scale: 100% = response to 6.5 mM cAMP | Potency, µM (highest dose often 154 µM), inactives show top-dose activation, hits mostly activators | 360,000 compounds, 0.073% hits | AID 720707; also: potency is read from the fitted curve at half-maximal effect; nearly all actives have a fitted effect of over 60% in size
Target sequence (O95398 whole entry, looked up): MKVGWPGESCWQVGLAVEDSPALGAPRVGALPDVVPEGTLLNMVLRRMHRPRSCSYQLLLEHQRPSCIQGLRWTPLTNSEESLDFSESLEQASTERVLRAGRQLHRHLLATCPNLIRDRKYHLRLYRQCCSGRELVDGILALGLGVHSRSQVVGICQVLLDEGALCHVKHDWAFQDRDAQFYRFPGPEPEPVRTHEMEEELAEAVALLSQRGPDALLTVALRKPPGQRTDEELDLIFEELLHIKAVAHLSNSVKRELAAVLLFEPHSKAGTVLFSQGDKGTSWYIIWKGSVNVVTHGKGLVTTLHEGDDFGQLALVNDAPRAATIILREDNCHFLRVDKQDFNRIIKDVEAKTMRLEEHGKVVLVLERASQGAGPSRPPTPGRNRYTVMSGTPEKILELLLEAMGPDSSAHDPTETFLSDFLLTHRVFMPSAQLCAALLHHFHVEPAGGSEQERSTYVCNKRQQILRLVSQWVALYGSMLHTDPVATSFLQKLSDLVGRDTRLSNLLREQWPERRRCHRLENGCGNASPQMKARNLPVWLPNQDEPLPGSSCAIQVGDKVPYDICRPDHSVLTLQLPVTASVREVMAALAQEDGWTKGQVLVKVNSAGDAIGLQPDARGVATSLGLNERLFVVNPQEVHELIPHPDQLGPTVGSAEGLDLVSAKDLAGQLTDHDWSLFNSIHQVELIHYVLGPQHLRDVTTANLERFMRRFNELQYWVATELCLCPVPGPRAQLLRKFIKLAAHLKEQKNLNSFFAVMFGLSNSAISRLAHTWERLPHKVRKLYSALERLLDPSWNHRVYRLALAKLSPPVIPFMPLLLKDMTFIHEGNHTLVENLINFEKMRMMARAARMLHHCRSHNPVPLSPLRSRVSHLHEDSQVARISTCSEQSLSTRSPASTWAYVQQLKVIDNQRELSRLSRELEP
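Nucleotide exchange assay: 100 nM EPAC1 with 250 nM Rap1B loaded with BODIPY-GDP and 50 uM GDP, room temperature. Fluorescence (480/540 nm) read every 5 min for 30 min; signal change normalized to 6.5 mM cAMP as full agonist.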
EPAC1 antagonist: EPAC1 (human) antagonism | EPAC1 GEF assay, Rap1b-BODIPY-GDP exchange fluorescence | O95398 | 360,000 compounds, 0.14% hits | Potency, µM (titrated, usually from 115 µM), for inactives: top-dose activity change, negative = inhibition, actives largely listed as inhibitors;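 also: potency is read from the fitted curve at half-maximal effect; plate controls were vehicle for no effect and positive control for full effect; nearly all actives have a fitted effect of over 50% in size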
The depositor's hits bear a star; ? = inconclusive; nt = not tested or not shown; [ ] = remark or other dose. Unless noted, calls follow the shape of the dose curve; as a rule, active = well fitted curve in the direction sought with a large enough effect; inconclusive = small, poorly fitted or top-dose-only effect, or another doubt; inactive = no such curve, though single readings can be large; an effect the other way counts as inactive or inconclusive.

SMILES	IL-2 act	aSyn rescue	PI5P4K alpha inh	Abeta rescue	WRN helicase inh	PLK1 PBD block	FUS yeast rescue	EPAC1 agonist	EPAC1 antagonist
COc1ccc(/C=N/NS(=O)(=O)c2ccc(C)cc2)cc1OC(=O)c1ccc(C)cc1	-0.1	2%	-1	13%	-17%	0%	40%	0%	-20%
COc1ccc(-n2c(C)cc(/C=C3/SC(=O)N(CC(=O)N4CCOCC4)C3=O)c2C)cc1	0.5	3%	2	0%	2%	-5%	nt	5%	11%
O=S(=O)(c1ccccc1)N1CCN=C1SCc1cccc(Cl)c1	0.3	9%	22	6%	-27%	7%	nt	8%	0%
Cc1ccc(-n2c(Cl)c(Cl)nc(Cl)c2=O)cc1	-5.2	-76%[inhibitor]	-12	-95%[inhibitor]	22µM*	2.7µM*	39%	6%	?
COc1cc(Cl)c(C)cc1NC(=O)COC(=O)/C=C/c1c(C)nn(C2CCS(=O)(=O)C2)c1Cl (configuration not stated)	-0.2	4%	5	22%	0%	-1%	-2%	-4%	7%
Nc1ccn([C@@H]2O[C@H](CNCC3=CCOc4ccc(O)cc43)[C@@H](O)[C@H]2O)c(=O)n1	-0.5	-10%	-15	-5%	1%	-13%	-32%	9%	-24%
CCCOc1ccc(C(F)(F)F)cc1NC(=O)C1CC(=O)N(Cc2ccco2)C1 (configuration not stated)	1.7	1%	-4	7%	-1%	3%	25%	-3%	0%
CCN(CCO)c1ncnc2c1sc1nc(CC(C)C)c3c(c12)CC(C)(C)OC3	-1.9	2%	7	16%	-3%	0%	?	-5%	-3%
CCN(CC)c1ccc(NC(=O)c2cccc(C)c2OC)c(C)c1	-4.1	6%	nt	19%	-3%	0%	3%	13%	-5%
COc1ccc(CNC(=O)N[C@@H](Cc2c[nH]c3ccccc23)C(=O)O)cc1	0.9	1%	-3	-1%	3%	6%	-9%	-4%	8%
C/C(CC(=O)NC12CC3CC(CC(C3)C1)C2)=N\NC(=O)Cc1cccs1	0.3	1%	-8	-15%	5%	-9%	nt	4%	2%
O=C(NCc1ccccn1)C(=O)NCC1OCCN1S(=O)(=O)c1ccc([N+](=O)[O-])cc1 (configuration not stated)	-2.6	-1%	-8	-3%	-33%	-12%	nt	5%	-3%
CC1(CCOCc2ccccc2)NC(=O)NC1=O (configuration not stated)	0.1	-2%	1	-4%	2%	1%	-9%	7%	0%
CC(=O)C1=C(C)NC(=O)NC1c1cccc(O)c1 (configuration not stated)	-0.3	-10%	nt	5%	1%	-5%	14%	7%	9%
O=C(COC(=O)C1CCCCC1)Nc1ccc(S(=O)(=O)N2CCOCC2)cc1	-0.2	6%	4	6%	-3%	1%	13%	-9%	-5%
O=C(NNC(=O)c1ccc(-c2ccccc2)cc1)Nc1ccc(F)cc1F	-2.8	15%	0	-3%	-1%	7%	3%	5%	-21%
COC(=O)c1c(C(=O)OC)c2ccccn2c1C(=O)c1ccccc1	-2.4	12%	0	3%	1%	-6%	5%	-3%	0%
CCN(CC)C(=O)C1CCCN(c2ccc([N+](=O)[O-])cc2/C=N/NC(=O)c2cccc(Br)c2)C1 (configuration not stated)	-4.3	-3%	-1	25%	-3%	-17%	?	-9%	-7%
OCCSc1nc(-c2ccccc2)nc2c1CCC2	-3.6	11%	-4	5%	4%	-9%	-8%	8%	-8%
CC(Sc1nnc(N)s1)C(=O)Nc1ccc2c(c1)OCCO2 (configuration not stated)	-2.7	-4%	-3	13%	5%	-12%	10%	3%	14%
CCN1CCN(CC(=O)Nc2cc(C(F)(F)F)ccc2OCCOC)CC1	-0.2	0%	-3	-13%	-9%	-4%	-2%	-5%	-13%
O=C1C2CCCN2C(=O)N1CCCN1CCN(c2cccc(Br)c2)CC1 (configuration not stated)	-0.4	-2%	-6	5%	8%	6%	-24%	1%	-20%
Cc1ccc(C2CCN(C(=O)Nc3ccccc3)C2)cc1 (configuration not stated)	0.5	7%	3	-3%	9%	-7%	1%	0%	?
COc1ccc(C)cc1Nc1n[n+](-c2ccccc2)c(-c2cc(OC)c(OC)cc2Br)s1	-3.3	1%	-16	-1%	-11%	-25%	?	6%	9%
COC(CNC(=O)c1cc(C)nn1-c1ccccc1)OC	0.1	1%	-8	-1%	-2%	24µM*	-3%	9%	-2%

Just Abeta rescue, PI5P4K alpha inh and PLK1 PBD block (two entries from above):
mol,Abeta rescue,PI5P4K alpha inh,PLK1 PBD block
CCN(CC)C(=O)C1CCCN(c2ccc([N+](=O)[O-])cc2/C=N/NC(=O)c2cccc(Br)c2)C1 (configuration not stated),25%,-1,-17%
OCCSc1nc(-c2ccccc2)nc2c1CCC2,5%,-4,-9%

PLK1 PBD block, hit marks shown above.
Structure | IL-2 act | PI5P4K alpha inh | WRN helicase inh | PLK1 PBD block | EPAC1 antagonist
Cc1ccc(-n2c(Cl)c(Cl)nc(Cl)c2=O)cc1 | -5.2 | -12 | 22µM* | 2.7µM* | ?
COC(CNC(=O)c1cc(C)nn1-c1ccccc1)OC | 0.1 | -8 | -2% | 24µM* | -2%

The list continues.
SMILES	IL-2 act	aSyn rescue	PI5P4K alpha inh	Abeta rescue	WRN helicase inh	PLK1 PBD block	FUS yeast rescue	EPAC1 agonist	EPAC1 antagonist
COc1ccc(-n2nnnc2Sc2ccc(S(=O)(=O)N3CCOCC3)cn2)cc1	0.4	1%	-28	0%	-7%	9.5µM*	6%	1%	-14%
N#CCSc1nnc(CNc2ccc(F)cc2)o1	1.9	1%	6	12%	1%	-15%	16%	0%	-4%
Nc1ncc(Br)cc1S(=O)(=O)NCCC(=O)NCc1ccc(F)cc1	-2.7	-5%	2	0%	3%	-14%	-17%	7%	-4%
CCN(C(=O)COC(=O)CCS(=O)(=O)c1ccc(C)cc1)C1CCS(=O)(=O)C1 (configuration not stated)	0.9	-7%	-3	0%	-7%	-6%	2%	17%	-2%
O=C(COc1ccc(S(=O)(=O)NC2CCCCC2)cc1Cl)NCc1ccc2c(c1)OCO2	-0.3	19%	nt	8%	-7%	0%	37%	9%	-28%
Cc1ccc(S(=O)(=O)N2CCCCC2)cc1NC(=O)[C@@H]1CCCN1C(=O)c1cccs1	1.9	2%[1.84 µM]	-2	5%	0%	3%	-2%	-3%	7%
COc1ccc(NC(=O)CN(C)C(C)C(=O)N2CCCCC2)cc1 (configuration not stated)	-2.3	-14%	nt	2%	11%	2%	6%	2%	16%
COc1cc2cc(C(=O)N[C@@H](Cc3ccccc3)C(=O)O)n(C)c2c(OC)c1OC	0.2	-5%	1	-17%	7%	-10%	-4%	-5%	17%
CCCN(CC(=O)Nc1ccccc1OC)CC(=O)c1c(N)n(Cc2ccccc2)c(=O)n(C)c1=O	-0.5	-2%	2	-15%	-5%	-15%	-3%	11%	-9%
COc1cc(-c2cc(NC=O)c3ncc(-c4ccc(C(C)=O)cc4)n3c2)cc(OC)c1OC	17	-1%	?	-13%	?	-9%	37%	-54%[inhibitor]	4%
COc1c2c(c3c(c1OC)c(=O)c1ccccc1n3C)OCO2	0.5	17%	7	-2%	-9%	-14%	nt	-1%	-5%
Cc1cc(C)nc(N2CCC(C(=O)NC3CCCCCC3)CC2)n1	-1.2	0%	nt	10%	3%	-3%	3%	-1%	12%
CCCS(=O)(=O)c1ccc(COC(=O)Cc2ccc([N+](=O)[O-])cc2)cc1	-1.2	9%	-4	-1%	1%	-1%	27%	1%	-6%
CN(Cc1cnn(-c2ccc(F)cc2)c1)C(=O)[C@H]1O[C@@H](n2ccc(N)nc2=O)[C@H](O)[C@@H]1O	3.7	-4%	-1	-6%	2%	-11%	-24%	-3%	9%
Cc1ccc(S(=O)(=O)NNC(=S)NC(C)(C)C)cc1	-2.7	0%	5	14%	-1%	-3%	-3%	0%	-2%
S=c1nc[nH]c2c1[nH]c1ccc(Cl)cc12	-0.9	-3%	3	-14%	-10%	?	10%	-3%	10%
COC(=O)c1cccc(CN2C(=O)C(C)Sc3cc(Cl)ccc32)c1 (configuration not stated)	-0.8	7%	12	-4%	-6%	-8%	41%	-1%	-14%
O=c1oc2ccc(C#CC3(O)CCCCC3)cc2cc1-n1cc(C2(O)CCCCC2)nn1	0.4	-4%	0	-3%	-3%	-9%	-11%	-9%	2%
COc1cccc(NC(=S)Nc2ccc(O)cc2)c1	-0.5	3%	?	5%	-2%	21µM*	-2%	-1%	11%
O=C(Nc1cc(S(=O)(=O)Nc2ccc(Cl)cc2)ccc1N1CCCCC1)c1ccc(F)cc1Cl	-2.0	3%	1	23%	-20%	9.5µM*	19%	9%	-10%
CCOc1ccc(S(=O)(=O)NCCC(=O)N(C)Cc2cccs2)cc1	-0.3	6%	4	2%	4%	-7%	nt	4%	14%
Cc1cccc(C(=O)N2CCCC(CCC(=O)N3CCN(c4ccccn4)CC3)C2)c1C (configuration not stated)	-3.0	-7%	8	2%	-1%	1%	7%	-1%	1%
COc1ccccc1-c1nnc(SCC(=O)Nc2ccccc2)o1	-1.1	19%	nt	6%	2%	-2%	-5%	5%	7%
CC(C)(C)[C@H]1C=C(C(=O)N2CCOCC2)O[C@@H](OCc2ccc(CO)cc2)C1	0.6	-1%	0	-12%	-3%	-9%	9%	-10%	-19%
Cc1ccc2[nH]c(=O)c(CN(CC3CCCO3)C(=S)Nc3ccccc3)cc2c1 (configuration not stated)	0.1	9%	-8	4%	-4%	3%	nt	2%	-10%
Cc1cccc(NC(=O)CSc2nc3ccccc3c(=O)n2C)c1	-4.3	-24%	4	-4%	3%	-16%	10%	2%	-16%
CCOCCCNC(=O)c1ccc(NC(=O)C2CCCO2)cc1 (configuration not stated)	-2.1	-2%	2	-7%	7%	7%	-25%	-11%	13%
COc1ccccc1C(=O)Nc1ccnn1C1CCN(C/C=C/c2ccccc2)CC1	-1.0	2%	3	3%	-29%	1%	nt	-1%	-10%
